# High-throughput results as filed in PubChem.
# esBAF inh – inhibitors of esBAF chromatin remodeling in mouse ES cells; 2% of 350,000 active; reporter increase, % at 12.5 µM; Bmi1-luciferase knock-in reporter, 24 h; 100% = twice the neutral-well signal; AID 602393; in the data active = activation above about 40%; inconclusive = no clear call, values can overlap the other calls;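 also: 0% = median of the plate's neutral control wells and 100% = double that signal; a rise in the Bmi1 reporter signal indicates esBAF inhibition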
# Xi reactivation – reactivates the inactive X chromosome in mouse fibroblasts | 0.055% of 360,000 active | XiGFP mouse fibroblasts, % GFP-positive cells imaging, 3 d; cells co-treated with 5-aza-dC sensitizer; scaled so ellipticine positive control = 100% | activation, % at 7.58 µM;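 active = mean normalized replicate activation at least 10% and every replicate at or above 10%; inconclusive = only one of the two criteria met; inactive = mean below 10% and not all replicates reach 10%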;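 also: 0% = median of on-plate neutral control wells and 100% = ellipticine 6 µM median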
#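 Material: SV40-immortalized XiGFP fibroblast cells, line 68-5-11 | Buffer or medium: DMEM containing 5-aza-dC | Dosing: One concentration, pinned | Times: 3 d treatment, 15 min room-temperature fixation | Controls: Ellipticine 6 µM positive control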
# ERAP1 HTS inh – inhibitors of human ERAP1 aminopeptidase. recombinant ERAP1, Leu-AMC fluorescence, 60 min. AID 652197. 0.15% of 340,000 active. inhibition, % at 10.7 µM;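 active = mean replicate inhibition of at least 30%, or all replicates individually reaching that 30% level; inactive = mean below 30% and not every replicate reaching it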;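 also: 0% = neutral control wells and 100% = L-leucinethiol positive control wells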
# Target sequence (Q9NZ08 whole entry, looked up): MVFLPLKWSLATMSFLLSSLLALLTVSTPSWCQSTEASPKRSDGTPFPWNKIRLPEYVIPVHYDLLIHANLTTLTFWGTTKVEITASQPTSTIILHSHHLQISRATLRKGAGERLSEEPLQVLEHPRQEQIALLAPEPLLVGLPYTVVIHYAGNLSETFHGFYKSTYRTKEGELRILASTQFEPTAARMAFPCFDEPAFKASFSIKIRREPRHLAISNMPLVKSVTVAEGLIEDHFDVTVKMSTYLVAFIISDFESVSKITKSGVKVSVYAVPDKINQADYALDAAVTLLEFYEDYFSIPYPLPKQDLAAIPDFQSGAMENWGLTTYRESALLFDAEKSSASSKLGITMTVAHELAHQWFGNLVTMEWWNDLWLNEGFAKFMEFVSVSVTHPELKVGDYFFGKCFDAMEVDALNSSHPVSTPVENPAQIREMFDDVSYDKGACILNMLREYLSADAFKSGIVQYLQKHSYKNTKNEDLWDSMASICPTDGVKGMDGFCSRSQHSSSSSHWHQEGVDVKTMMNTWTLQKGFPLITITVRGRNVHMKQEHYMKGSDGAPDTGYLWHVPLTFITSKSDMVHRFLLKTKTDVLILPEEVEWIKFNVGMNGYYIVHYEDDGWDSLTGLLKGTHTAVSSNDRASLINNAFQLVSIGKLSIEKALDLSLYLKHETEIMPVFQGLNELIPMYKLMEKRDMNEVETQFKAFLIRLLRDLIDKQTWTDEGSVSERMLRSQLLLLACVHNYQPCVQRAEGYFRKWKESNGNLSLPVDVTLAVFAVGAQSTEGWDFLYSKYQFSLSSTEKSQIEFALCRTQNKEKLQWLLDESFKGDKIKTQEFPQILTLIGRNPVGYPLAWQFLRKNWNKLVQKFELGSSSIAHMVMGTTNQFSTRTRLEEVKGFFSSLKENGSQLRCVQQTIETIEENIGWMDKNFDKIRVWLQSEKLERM
# RAD54 branch – inhibitors of human RAD54 branch migration. RAD54 Holliday junction branch migration, FAM/BHQ fluorescence. 0.14% of 360,000 active. inhibition, % at 10.4 µM. Q92698;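 active = mean normalized replicate activity at least 40 and at least half of replicates scoring 40 or more; inconclusive = only one of the two criteria met; inactive = mean below 40 and under half of replicates reaching 40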;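 also: 0% = median of neutral control wells and 100% = median of positive control wells; inhibitors cause a drop in the FAM fluorescence signal; in these data hits start at about 50%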
# ERp5 block – inhibitors of human ERp5; ERp5 insulin aggregation, absorbance 650 nm, 90 min; inhibition, % at 9.99 µM; 0.05% of 350,000 active; AID 651711;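 active = mean replicate inhibition above about 25%, with every replicate also reaching it, limit read from the data, passing the limit was not always enough; inconclusive = only one of those two criteria met; inactive = neither criterion met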
# RAD52 inh – blocks human RAD52 DNA annealing; P43351; recombinant RAD52 DNA annealing, FRET fluorescence; inhibition, % at 18.7 µM; 0.46% of 360,000 active; AID 651710;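 active = every replicate showing at least 50% inhibition; inconclusive = mean inhibition at least 50% but not in every replicate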
# E-selectin induc – induces E-selectin expression in human endothelial cells; HUVEC E-selectin immunofluorescence imaging; normalized: neutral wells 0, TNF-alpha wells 100; activation, % at 7.58 µM; 0.37% of 260,000 active; AID 686992;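 active = mean E-selectin-positive cell signal at least 10% of the positive control, reached in at least 60% of replicates, without over 20% cell loss; inconclusive = no rule given, readout overlaps actives, possibly toxicity-flagged; inactive = the rest, including those meeting only one limit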;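 also: in these data hits start at about 27%; measured in HUVEC primary endothelial cells; signal is the percent of cells scored E-selectin positive by PE staining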
#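 Test system – human umbilical vein endothelial cells (HUVEC), E-selectin induction · Input – 3,000 HUVEC seeded per well · Buffer or medium – EGM-2, gelatin · Compound dosing – single-point compound dose · Detection – immunofluorescence imaging · Measure – percent E-selectin-positive cells · Controls – TNF-alpha high, DMSO low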
# S100A4 inh HTS – blocks human S100A4 binding to myosin IIA peptide | S100A4/TAMRA-MyoIIA peptide fluorescence polarization | 0.14% of 360,000 active | AID 652163 | inhibition, % at 10.7 µM;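 active = mean inhibition of at least 70% across replicates, with every replicate also reaching that level; inconclusive = mean inhibition reaches 70% but some replicates fall short; inactive = mean inhibition below 70%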
# Target sequence (P26447 whole entry, looked up): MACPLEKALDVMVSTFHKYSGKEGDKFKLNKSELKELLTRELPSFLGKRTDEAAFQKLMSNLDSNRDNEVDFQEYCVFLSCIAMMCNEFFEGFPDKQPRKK
#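 Compound dosing: one dose per compound; test system: human S100A4 monomer with TAMRA-labelled myosin IIA peptide; probe or stimulus: TAMRA-labelled myosin IIA heavy-chain peptide probe, 5 nM; medium: HEPES buffer with Ca2+, pH 7.2; schedule: 5 min incubation before reading; benchmarks: neutral control DMSO, positive control TFP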
# Numbers without * were called inactive; ? = inconclusive; . = no result given; & = joins results of further samples.
SMILES,esBAF inh,Xi reactivation,ERAP1 HTS inh,RAD54 branch,ERp5 block,RAD52 inh,E-selectin induc,S100A4 inh HTS
COc1ccc(SN=C2C(C)=CC(=O)C=C2C)cc1,-5,0.0,1,3,-1,-14,.,0
COc1ccc2c3c([nH]c2c1)[C@H](CO)N(C(=O)NC1CCCC1)CC31CN(C(=O)Nc2cccc(F)c2)C1,.,0.2,1,.,-2,-22,-0.1,21
N#Cc1ccccc1S(=O)(=O)N1CCN(C(=O)C2CC(=O)N(c3ccc4c(c3)OCCO4)C2)CC1 (configuration not stated),-8,-0.1,3,1,2,-10,-2.1,1
Cc1c(Cl)cccc1NC(=O)Cn1c(CCC(=O)O)ccc1-c1ccc(Cl)cc1,-6,0.0,-1,8,1,-28,.,-4
CN(C)C(=O)c1ccc(-c2ccc([C@@H]3[C@@H](CO)N4C(=O)CN(C(=O)C5CCC5)C[C@@H]34)cc2)cc1,.,0.0,.,.,2,-7,-0.1,.
CCOc1ccc(S(=O)(=O)Nc2ccccn2)c2ccccc12,1,.,-6,-9,-4,-10,.,-2
CCC(=O)N[C@H]1C=C[C@H](CC(=O)NCC2CC2)O[C@H]1CO,.,-0.2,0,.,-2,2,0.0,18
Cc1ccc2nc(SCC(=O)c3ccc4c(c3)NC(=O)CO4)[nH]c2c1,.,0.3,5,.,2,-10,-0.7,15
CNC[C@H]1Oc2c(NC(=O)Nc3ccccc3)cccc2C(=O)N([C@H](C)CO)C[C@@H]1C,-1,0.0,1,-3,-7,-16,-0.2,2
COc1ccc(C(C(=O)NCC2CCCO2)N(C(=O)CNC(=O)c2cccs2)c2ccc(NC(C)=O)cc2)cc1OC (configuration not stated),.,0.2,-1,.,7,-4,.,1
COc1ccc(-n2c(=O)[nH]cc(C(=O)Nc3ccc4c(c3)OCCO4)c2=O)cc1OC,6,0.3,2,12,4,-6,.,?
COCC(=O)N(C)C[C@@H]1Oc2cc(-c3cncnc3)ccc2S(=O)(=O)N([C@H](C)CO)C[C@H]1C,-5,-1.0,-2,0,5,0,-0.2,-7
CC(=O)N(C)C[C@@H]1Oc2ncc(-c3ccc(F)cc3)cc2C(=O)N([C@H](C)CO)C[C@H]1C,-7,0.3,1,2,0,-12,0.2,15
C[C@@H]1CN([C@@H](C)CO)C(=O)Cc2cc(NC(=O)Cc3cn(C)c4ccccc34)ccc2O[C@H]1CN(C)Cc1ccc(C(=O)O)cc1,.,-1.3,-1,.,-4,6,0.5,-4
CCOc1ccccc1C(=O)OCC(=O)Nc1nnc(-c2ccccc2)o1,-4,0.0,2,4,0,-88,.,1
O=C1CC2(CCCCC2)Oc2ccccc21,2,-0.1,8,-9,7,-12,-0.1,3
CCCN(C)C[C@@H]1OCCCC[C@@H](C)Oc2ccc(NC(=O)NC(C)C)cc2C(=O)N([C@@H](C)CO)C[C@@H]1C,.,0.0,-2,4,2,2,.,13
N/C(=N\OC(=O)Cc1ccc(-c2ccccc2)cc1)c1ccncc1,.,0.0,-2,.,0,-13,0.3,-7
CS(=O)(=O)c1ccccc1-c1csc(N2CCC(C(N)=O)CC2)n1,.,0.0,0,.,2,-11,41*,-1
COc1ccccc1CNC(=O)CCC(=O)N1Cc2cccc(OC)c2Oc2ncccc21,-3,0.1,-3,5,4,-15,.,-4
COc1ccc(CCNC(=O)C(C)OC(=O)c2nsc(Cl)c2Cl)cc1OC (configuration not stated),-2,0.5,1,6,1,-7,-0.1,-23
C[C@H](O)C#Cc1cnc2c(c1)C(=O)N([C@H](C)CO)C[C@H](C)[C@@H](CN(C)C(=O)c1ccncc1)O2,8,-0.2,-4,11,4,11,0.1,-3
CCN(CC)CCN(Cc1cc2ccc(C)cc2[nH]c1=O)C(=S)Nc1ccccc1C(=O)OC,16,0.0,10,5,-1,14,.,25
CC(CN1CCCCC1)OC(=O)CCc1ccccc1 (configuration not stated),-3,0.0,-7,-9,3,-7,-0.6,0
CCCn1c(-c2cccnc2Cl)nc2cc(Cl)c(Cl)cc21,0,.,5,10,-2,-45,.,-2
CCC(c1nc2ccccc2[nH]1)n1c(-c2cccnc2)nc2ccccc21 (configuration not stated),.,0.1,.,.,1,-14,0.2,1
CCn1c(CSCc2ccc(C)cc2)nnc1SCC(=O)N1CCN(c2ccccc2)CC1,7,.,-1,-5,7,-25,.,-2
CO[C@H]1CN(C)C(=O)c2cc(NC(=O)c3nc4ccccc4s3)ccc2OC[C@H](C)N(Cc2cncnc2)C[C@@H]1C,6,2.0,.,4,7,17,1.4,.
C[C@@H]1CCCCO[C@@H](CN(C)Cc2ccc(C(=O)O)cc2)[C@H](C)CN([C@H](C)CO)C(=O)c2cc(NS(=O)(=O)c3ccccc3)ccc2O1,2,0.4,.,-3,.,.,-0.1,.
COc1ccc(SC[C@H](CC(C)C)N2CCN(CCc3ccccc3)CCC2=O)cc1,12,0.2,.,-3,.,.,0.3,.
CN(Cc1ccccc1)C(=O)COc1ccccc1Cl,28,0.3,-1,5,0,-15,0.4,-5
CC(=O)NC1(c2ccccc2)CCN(CC(=O)N2CCC(C)CC2)CC1,.,-1.0,-4,.,10,4,.,7
CC1(C)CC(=O)C=C(Nc2ccc(F)cc2)C1,4,.,3,-4,1,-27,.,-4
O=C(Nc1ccc2c(c1)OCO2)c1c[nH]c(=O)n(-c2ccc(F)cc2)c1=O,13,0.2,5,5,1,-5,.,-6
O=C(CN1C(=O)/C(=C\c2ccccc2F)SC1=S)Nc1nc2ccccc2s1,.,-0.2,-2,.,4,-12,-1.9,6
CC(=O)Nc1ccc2c(c1)C(=O)N(C)[C@H]1CC[C@H](CC(=O)NCc3ccc(Cl)cc3)O[C@@H]1CO2,-6,0.2,-2,-2,1,3,0.0,1
Cc1nnc(NC(=O)CSc2ccc(-c3ccco3)nn2)s1,.,0.0,-3,.,-5,-16,3.2,3
Cc1cc(C)c(C(=O)OCC(=O)NC(=O)c2ccccc2)c(C)c1,2,0.3,-4,5,-6,-3,.,1
O=C(CSc1nc2c(c(=O)n1-c1ccc(Cl)cc1)SCC2)N1CCOCC1,11,-0.1,-1,2,4,-2,0.0,1
O=C(c1ccc(Cl)c(S(=O)(=O)N2CCCC2)c1)N1CCCCC1,.,0.2,2,1,-11,-4,.,-9
COC(=O)/C(=C1/Oc2ccc(C(C)(C)C)cc2S1)C(F)(F)F,.,0.0,10,.,2,-6,-0.7,4
CC1(C(=O)O)CCCN1C(=O)c1cccc2ccccc12 (configuration not stated),2,0.0,-3,-10,-1,-7,-0.1,-3
CN(C)CC(=O)Nc1ccc2c(c1)[C@@H]1C[C@@H](CC(=O)NCc3ccccc3F)O[C@@H](CO)[C@@H]1O2,-2,-0.1,.,3,.,.,-0.1,.
O=C(Nc1ccccc1)N1CCCCN2[C@H](C1)[C@@H](c1ccc(Br)cc1)[C@@H]2CO,-2,0.0,-3,-5,1,0,0.0,5
C[C@H](NC(=O)C[C@H]1C[C@H]2c3cc(NC(=O)NC4CCCC4)ccc3O[C@H]2[C@H](CO)O1)c1ccccc1,0,-0.1,-3,7,-5,-1,0.2,2
CC12CCC(C(=O)Nc3ccccc3)(C(Br)C1=O)C2(C)C (configuration not stated),.,0.5,1,.,5,-10,-2.0,5
Cc1ccc(C(=O)Nc2cccc(C(F)(F)F)c2)cc1NC(=O)c1nccnc1N,-7&-8,-0.1&0.1,6,0&-18,-1&0,-4&-13,0.0&-0.2,-7&-14
CCC(CO)Oc1cc(NC(=O)c2ccccc2N)c2ncn(C(C)C)c2c1 (configuration not stated),3,0.8,.,6,-8,-11,-0.1,4
Cc1ccc(NC(=O)CCNC(=O)c2ccc(Cl)cc2)cc1F,.,0.3,-4,.,-6,-2,-0.3,-6
COc1ccc(OC)c(/C=N/NC(=O)c2c(C)nc3ccc(C)cn23)c1,-1,0.0,10,2,2,-8,-0.2,-5
CCc1ncc(CN2CCCC(C(=O)Nc3ccc(-c4cscn4)cc3)C2)cn1 (configuration not stated),2,-0.1,-7,10,-2,-14,.,-2
COCC#Cc1ccc2c(c1)O[C@H](CN(C)S(=O)(=O)c1ccc(F)cc1)[C@@H](C)CN([C@H](C)CO)S2(=O)=O,-1,-2.0,-1,11,-5,8,-0.1,-8
O=C(NNC(=O)c1cccs1)c1ccc(Cl)nc1,-3,0.2,-2,0,-14,-8,2.7,-11
Cc1ccc(C(=O)O/N=C(\N)c2ccccc2)c(Cl)c1,.,-0.1,-1,2,-4,-3,.,2
O=C(CN1C(=O)NC2(CCCC2)C1=O)NNC(=O)c1ccc(Cl)cc1,2,-0.1,1,8,-2,-9,.,-6
COc1ccccc1CN(C)C(=O)CNC(=O)c1cccc(Cl)c1,11,0.0,-1,10,3,-28,.,0
Cc1cc2ccccn2c1C(=O)Nc1ccc(Cl)cc1,.,0.1,5,.,1,1,-0.6,7
CC(C)CC#Cc1cnc2c(c1)C(=O)N([C@@H](C)CO)C[C@H](C)[C@@H](CN(C)C(=O)C1CCOCC1)O2,1,-1.1,0,-5,10,-5,0.0,4
Cc1cc(C(=O)COc2ccccc2C#N)c(C)n1C1CC1,39,0.0,0,0,5,-11,0.3,-4
CC(=O)Nc1ccc(S(=O)(=O)N(C)c2ccc(OCC(=O)NCCc3ccccc3F)cc2)cc1,6,?,0,-9,-1,-21,.,-10
# More structures
SMILES,esBAF inh,Xi reactivation,ERAP1 HTS inh,RAD54 branch,ERp5 block,RAD52 inh,E-selectin induc,S100A4 inh HTS
Cc1noc(C)c1NC(=O)Nc1ccc2c(c1)C(=O)N([C@H](C)CO)C[C@@H](C)[C@H](CN(C)C(=O)Nc1c(C)noc1C)OCCCC[C@@H](C)O2,0,0.1,-2,-13,-8,0,-0.3,2
Cc1cccc(S(=O)(=O)N2CC[C@@H]3[C@H]2c2cc(C#Cc4ccccc4F)ccc2N[C@@H]3CO)c1,-3,0.2,0,9,3,-93,1.2,10
CCN(CC)C(=O)Cn1cc(S(=O)(=O)CC(=O)NCCc2ccccc2)c2ccccc21,2,0.1,-6,-9,4,-3,0.5,4
CCOc1ccccc1/C=N/NC(=O)c1cccc(S(=O)(=O)N(CC)CC)c1,-3,0.1,8,1,7,6,.,-5
Cc1noc(C)c1NC(=O)N(C)C[C@@H]1Oc2ncc(C#CC3CCCCC3)cc2C(=O)N([C@H](C)CO)C[C@H]1C,2,-0.3,-2,-3,2,0,-0.6,2
O=C(NCC1CCCO1)c1ccc2c(c1)C(=O)N(c1cccc([N+](=O)[O-])c1)C2=O (configuration not stated),-1,0.0,1,11,-3,-8,.,-17
CCOc1ccccc1NC(=O)C1CCN(S(=O)(=O)c2ccc(OC)c(OC)c2)CC1,-7,.,5,.,0,-6,.,-5

# A portion from the list above:
SMILES,esBAF inh,Xi reactivation,ERAP1 HTS inh,RAD54 branch,ERp5 block,RAD52 inh,E-selectin induc,S100A4 inh HTS
COc1ccc(SN=C2C(C)=CC(=O)C=C2C)cc1,-5,0.0,1,3,-1,-14,.,0
COc1ccc2c3c([nH]c2c1)[C@H](CO)N(C(=O)NC1CCCC1)CC31CN(C(=O)Nc2cccc(F)c2)C1,.,0.2,1,.,-2,-22,-0.1,21

# The order is random; 2.5% or so of the library scored in one or more.
